# STEP inh – STEP phosphatase inhibitors, primary screen, biochemical, fluorescence intensity, uHTS | Tyrosine-protein phosphatase non-receptor type 5 (Homo sapiens), P54829 | recombinant STEP, OMFP fluorogenic substrate | inhibition, % at 20 µM | 0.25% of 360,000 active | AID 588621, 2011;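 active = inhibition at 20 µM, scaled per plate between control wells, above about 37%, limit read from the data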;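 also: 0% = DMSO with enzyme and substrate and 100% = substrate only without enzyme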
#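 Test system: STEP tyrosine phosphatase / Reagent: OMFP at 25 µM / Doses: 20 µM, 1% DMSO / Read-out: percent inhibition scaled to no-enzyme and uninhibited-enzyme controls, plate-pattern corrected / Detection: FITC-channel fluorescence of OMFP product / Medium: Bis-Tris buffer pH 6.0, 2.5 mM DTT, 0.005% Tween 20 / Schedule: 20 min at room temperature, dark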
# DNMT1 inh – human DNMT1 methyltransferase inhibitors, primary screen, biochemical, molecular beacon, fluorescence, HinP1I cleavage, uHTS. AID 588458, 2011. 0.83% of 360,000 active. DNA (cytosine-5)-methyltransferase 1 (Homo sapiens), P26358. inhibition (reported as % activation of signal), % at 10 µM; in the data active = inhibition above about 50%
# TbMetRS inhib – T. brucei MetRS inhibitors, primary screen, biochemical, luminescence; inhibition, % at 11.9 µM; purified T. brucei MetRS, ATP depletion, Kinase-Glo luminescence; 0.4% of 360,000 active; methionyl-tRNA synthetase (Trypanosoma brucei brucei);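 active = inhibition above a per-plate cutoff of the control wells' mean inhibition plus 3 SD, cut at about 5.5% in these data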;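 also: 0% = DMSO wells median and 100% = median of wells with control inhibitor compound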
#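 System: purified T. brucei MetRS enzyme / Detection: Kinase-Glo luciferase luminescence reporting remaining unconsumed ATP / Medium: HEPES buffer with MgCl2, KCl, DTT, spermine, BSA, pyrophosphatase / Replication: singlicate, one well per compound / Evaluation: percent inhibition relative to median high and low control wells / Schedule: 2 h aminoacylation at 25 °C after 15 min preincubation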
# MLLE-PAM2 inh – inhibitors of PABP1 MLLE–PAM2 peptide binding, primary screen, biochemical, fluorescence polarization, FITC-PAM2, GST-MLLE | 0.36% of 360,000 active | inhibition, % at 20 µM | Polyadenylate-binding protein 1 (Homo sapiens), P11940; in the data active = inhibition above about 35%, passing the limit was not always enough;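 also: plate controls were DMSO wells with GST-MLLE for no effect and wells lacking GST-MLLE protein for full effect; some results filed as inactive read as strong as hits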
# Scp1 inh – Scp-1 phosphatase inhibitors, primary screen, biochemical, colorimetric, uHTS; inhibition, % at 20 µM; Carboxy-terminal domain RNA polymerase II polypeptide A small phosphatase 1 (Homo …; Recombinant Scp1, phosphopeptide, malachite green phosphate absorbance; 0.88% of 340,000 active;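 active = inhibition above about 50% at 20 µM, limit read from the data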;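 also: plate controls were DMSO wells with enzyme for no effect and wells lacking enzyme for full effect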
# Target sequence (Q9GZU7 76-261 limits assumed): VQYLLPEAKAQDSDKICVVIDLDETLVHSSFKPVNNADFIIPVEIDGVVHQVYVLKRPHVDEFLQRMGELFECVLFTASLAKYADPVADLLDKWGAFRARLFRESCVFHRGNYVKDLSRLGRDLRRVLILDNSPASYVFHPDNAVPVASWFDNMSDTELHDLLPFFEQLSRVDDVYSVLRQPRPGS
#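 System: truncated SCP-1 phosphatase (76-261aa); medium: Tris acetate buffer pH 5.5 with MgCl2 and Tween-20; incubation: 45 min room-temperature reaction, 5 min colour, 30 min stabiliser; compound: single 20 µM dose, 1% DMSO; reagent: Phosphorylated 17-residue peptide substrate; read-out: % inhibition at 20 µM; technique: colorimetric free-phosphate detection, absorbance 630 nm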
# NadD block – inhibitors of S. aureus NadD, primary screen, biochemical, colorimetric, uHTS | purified NadD enzyme, colorimetric absorbance read-out | inhibition, % at 20 µM | 0.78% of 360,000 active | AID 602399, 2012; in the data active = inhibition above about 26%; also: some compounds past the cut are filed as inactive
# CSN deneddyl inh – inhibitors of CSN-mediated cullin deneddylation, primary screen, biochemical, fluorescence polarization, uHTS. inhibition, % at 12.5 µM. COP9 signalosome complex subunit 5 (Homo sapiens), Q92905. AID 651999, 2013. 0.38% of 360,000 active. Purified CSN, SCF-Nedd8-OG deneddylation;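 active = pattern-corrected inhibition above about 35%, with an unprinted fluorescence ratio check between 0.5 and 1.5, limit read from the data, passing the limit was not always enough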;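 also: 0% = enzyme with substrate and 100% = substrate without enzyme; some results filed as inactive read as strong as hits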
# Target sequence (Q92905 whole entry, looked up, one chain of several): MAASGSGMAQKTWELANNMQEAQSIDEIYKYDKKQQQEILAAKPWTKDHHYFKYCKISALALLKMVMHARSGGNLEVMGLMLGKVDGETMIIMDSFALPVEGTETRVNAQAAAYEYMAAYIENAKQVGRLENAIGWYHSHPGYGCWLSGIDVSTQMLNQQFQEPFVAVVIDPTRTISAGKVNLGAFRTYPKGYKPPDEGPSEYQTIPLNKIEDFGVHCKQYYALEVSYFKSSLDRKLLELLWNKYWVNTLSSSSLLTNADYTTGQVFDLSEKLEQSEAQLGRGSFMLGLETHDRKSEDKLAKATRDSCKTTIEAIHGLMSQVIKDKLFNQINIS
#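 Assay system: Purified human Csn5 enzyme expressed in HEK293T cells | Amount: Enzyme 0.24 nM | Measured by: Fluorescence polarization readout | Medium: Tris/NaCl/DTT buffer, pH 7.5 | Compound dosing: One concentration, 12.5 µM, 0.25% DMSO | Times: 90 min incubation of compound, enzyme and substrate at room temperature | Control set: no-enzyme wells high, enzyme-with-substrate wells low | Read-out: % inhibition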
# LMPTP inh – LMPTP phosphatase inhibitors, primary screen, biochemical, fluorescence intensity, uHTS; 0.22% of 360,000 active; recombinant LMPTP-A, OMFP fluorogenic substrate; inhibition, % at 20 µM; Low molecular weight phosphotyrosine protein phosphatase (Homo sapiens), P24666;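 active = compounds that cut the enzyme signal by at least half of the control window in the single-dose screen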;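 also: plate controls were DMSO wells with enzyme plus substrate for no effect and substrate without enzyme for full effect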
#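 Assay system: LMPTP-A phosphatase enzyme | Input: 0.625 nM enzyme | Also added: Fluorogenic phosphatase substrate OMFP at 400 µM final | Compound dosing: One test concentration per compound, 20 µM, with 3% DMSO overall | Schedule: 50 min enzyme reaction at room temperature, protected from light | Signal: Fluorescence intensity | Benchmarks: no-enzyme and uninhibited controls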
# SUMO1 PPI mod – modulators of SUMO1 protein-protein interactions, primary screen, biochemical, uHTS; Small ubiquitin-related modifier 1 (Homo sapiens), P63165; 0.33% of 360,000 active; SUMO1 binding to a labelled peptide, TR-FRET, 1 h; AID 602429, 2012; inhibition, % at 20 µM; in the data active = inhibition above about 37%
# Target sequence (P63165 whole entry, looked up): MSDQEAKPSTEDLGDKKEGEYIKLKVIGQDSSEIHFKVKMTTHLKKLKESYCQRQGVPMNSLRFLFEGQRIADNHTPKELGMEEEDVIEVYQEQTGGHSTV
# Rpn11 inh – Rpn11 (PSMD14) deubiquitinase inhibitors, primary screen, biochemical, fluorescence polarization, uHTS; 0.59% of 360,000 active; calls only at 20 µM; human 26S proteasome, Ub4-pepOG fluorescence polarization; 20S core pre-blocked with epoxomicin; AID 588493, 2011;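 active = inhibition at 20 µM, scaled to each plate's controls, above about 33%, limit read from the data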
# Target sequence (O00487 whole entry, looked up): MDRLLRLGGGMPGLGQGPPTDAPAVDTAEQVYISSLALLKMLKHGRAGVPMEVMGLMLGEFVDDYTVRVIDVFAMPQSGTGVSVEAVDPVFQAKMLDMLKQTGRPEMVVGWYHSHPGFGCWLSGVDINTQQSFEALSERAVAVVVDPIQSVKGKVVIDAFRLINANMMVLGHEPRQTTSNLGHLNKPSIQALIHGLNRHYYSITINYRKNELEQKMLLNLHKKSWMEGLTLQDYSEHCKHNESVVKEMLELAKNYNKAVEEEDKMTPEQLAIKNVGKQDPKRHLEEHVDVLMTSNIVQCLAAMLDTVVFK
# Starred values were filed as active, the others as inactive; i = inactive; · = no result given.
SMILES,STEP inh,DNMT1 inh,TbMetRS inhib,MLLE-PAM2 inh,Scp1 inh,NadD block,CSN deneddyl inh,LMPTP inh,SUMO1 PPI mod,Rpn11 inh
CCOc1cc(C=C(C(=O)OC)C(=O)OC)ccc1OCc1ccc([N+](=O)[O-])cc1,-1,-8,-0.6,6,-12,-10,5,-0.3,-5,i
O=C(O)CC[C@@H](C(=O)O)N1C(=O)c2ccccc2C1=O,0,5,-0.8,16,2,-10,-5,-1.8,1,i
O=C(/C=C/c1ccco1)OCC(=O)c1cccc([N+](=O)[O-])c1,1,3,0.0,-12,6,0,0,0.2,-35,i
O=C(OCc1cc2ccccc2[nH]c1=O)C1CCCCC1,1,1,0.6,-15,3,-2,-2,1.0,-2,i
Cc1ccc(CN2C3CCCC2CC(NC(=O)c2ccc(C)cc2)C3)cc1 (stereo not drawn),2,-2,1.9,6,0,-5,3,-1.2,-1,i
Cc1ccc(NS(=O)(=O)c2cccc(C(=O)NNC(=O)c3cccn3C)c2)c(C)c1,-1,-3,-0.6,-5,-5,0,0,-1.4,2,i
CC(C)(C)NC(=S)NCc1ccco1,-1,-15,-0.2,-8,-10,5,-11,3.2,1,i
C[C@@H]1CN([C@@H](C)CO)C(=O)c2c(c3ccccc3n2C)-c2ccccc2CO[C@H]1CN(C)S(=O)(=O)c1ccc(C(F)(F)F)cc1,-1,4,-0.1,10,·,-8,1,-1.2,6,i
CN(CC(=O)Nc1cccc(F)c1)C(=O)CC1CCCC1,1,1,-0.6,9,4,-3,6,-1.9,3,i
COc1ccc(-c2cc(=O)oc3c(C)c(OC(C)C(=O)Nc4ccc(CN5CCOCC5)cc4)ccc23)cc1 (stereo not drawn),3,-22,-0.7,-36,1,-2,0,4.1,-15,i
N#CCCn1nc(-c2ccc(Br)cc2)cc1Nc1ccccc1NC(=O)C(F)(F)F,-2,-21,0.6,4,-10,-4,2,3.6,7,i
COc1ccc(NC(=O)CSc2nnc(-c3ccncc3)o2)c(OC)c1,-1,0,-0.5,-34,-7,0,-3,-0.8,1,i
CC1=C(C(=O)N(C)C)CC(CC(=O)NCc2ccco2)C(=O)N1CCC1=CCCCC1 (stereo not drawn),0,0,-1.6,-5,·,2,4,-0.1,3,i
CCOc1ccc(N2CC(C(=O)Nc3ccccc3C(=O)NC3CC3)CC2=O)cc1 (stereo not drawn),-1,1,-1.5,7,4,0,1,0.6,-4,i
Cc1ccc(NC(=S)NCC(C)C)cc1,-1,5,-0.8,-25,-2,-4,-1,-1.9,0,i
O=c1[nH]c(CN2CCN(Cc3ccccc3)CC2)nc2scc(-c3ccccc3)c12,-4,-3,-0.8,-9,4,4,6,1.3,-7,i
Cc1cc(C)n(-c2ccc(C(C)C)cc2)c(=O)c1C#N,1,0,-0.3,-6,-1,7,2,-1.1,-2,i
c1ccc(C(Cc2nc(-c3cccnc3)no2)c2ccccc2)cc1,-2,0,-1.4,-6,1,1,-3,-0.2,-3,i
CCC(=NCCN1CCNCC1)C1=C(O)CC(C)(C)CC1=O,-2,0,-0.7,-6,-8,1,2,-10,-1,i
COc1ccc(/C(N)=N/OC(=O)c2ccc3c(c2)OCO3)cc1,0,1,0.0,4,-4,1,3,1.2,3,i
CN(Cc1ccccc1)C(=O)c1ccc(NC(=O)Cc2ccc(NC(=O)C3CCCN(C(=O)c4ccccc4)C3)cc2)cc1 (stereo not drawn),1,-5,-0.2,6,-4,7,4,-0.3,-4,i
CC(C)CCNC(=O)c1cc(S(=O)(=O)N2CCC3(CC2)OCCO3)ccc1F,-2,2,0.2,9,·,5,-2,-0.1,2,i
CCOc1ccc(CNC(=O)C2CCCN(S(=O)(=O)N3CCC(C)CC3)C2)cc1OC (stereo not drawn),-2,1,-0.1,14,·,-12,0,-1.4,1,i
Cc1ccc(S(=O)(=O)/N=C(/Nc2ccccc2C)c2ccccc2)cc1,0,-3,0.2,10,-12,0,-6,-1.8,11,i
Cc1ccc(C(=O)N(Cc2nnc(-c3ccc(Cl)cc3)o2)C2CC2)o1,0,-1,0.4,14,-5,-6,1,0.0,-2,i
CCOC(=O)N1CCN(CCC(=O)Nc2ccccc2OC)CC1,-2,0,-0.3,3,-9,-5,3,0.0,-1,i
Cn1c(SCCOc2ccccc2Cl)nnc1-c1cccs1,-16,7,-0.2,-12,7,-3,4,-0.4,1,i
Cc1ccc(C(=O)NCc2ccco2)cc1,7,1,0.6,-5,0,2,0,0.3,1,i
O=C(Nc1cc(Cl)ccc1N1CCOCC1)c1cccnc1Cl,3,0,1.2,11,-4,-3,8,0.0,6,i
O=S(=O)(Cc1ccccc1)N1CCN(Cc2ccccc2)CC1,-2,1,-0.1,1,-3,-4,-7,-1.0,-3,i
CCCNC(=O)N[C@H]1C=C[C@H](CC(=O)NC2CCCCC2)O[C@@H]1CO,·,·,-1.0,·,·,·,0,-1.5,9,·
O=C(COc1ccccc1Cl)NCCc1ccc2c(c1)OCCO2,4,-1,-0.5,16,-5,-4,-9,-3.1,2,i
COc1ccc(-c2nnc(SCCC(=O)O)n2-c2ccccc2)cc1OC,0,2,-0.5,-7,-3,-7,9,-1.5,0,i
O=C(Nc1cccnc1)C1CC(=O)N(c2ccc(F)cc2)C1 (stereo not drawn),-2,-2,-0.8,-2,-5,5,1,0.2,-2,i
CC(=O)Nc1ccc(-c2ccnc3c2CC(C)(C(=O)Nc2cccc(Oc4ccccc4)c2)O3)cc1 (stereo not drawn),-2,-21,0.0,6,·,13,-1,5.0,-2,i
CCOC(=O)N1CCC(NC(=O)c2cnn3c2NC(c2ccco2)CC3C(F)(F)F)CC1 (stereo not drawn),-2,-4,-1.7,-24,-4,4,14,-0.2,-8,i
COc1ccc(OC)c(NC(=S)N2CCCC2)c1,-1,-1,0.2,-62,-7,1,-1,-0.2,1,i
COCCN(CC1CCCN(C2Cc3ccccc3C2)C1)C(=O)CCC(C)=O (stereo not drawn),1,-4,0.1,1,-8,-2,2,-0.4,0,i
CN(C(=O)c1cccc(NC(=O)Cc2ccc(NC(=O)C3CCCN(C(=O)C4CCC4)C3)cc2)c1)C1CC1 (stereo not drawn),-3,-2,-0.5,6,-8,3,-1,-0.8,-1,i
CCOc1ccc(-n2c(C)nc3cc(C(=O)NCCN4CCOCC4)ccc32)cc1,1,3,-1.1,-7,0,-5,-2,0.0,1,i
S=C(NCc1ccco1)Nc1ccc(Oc2ccc(Cl)cc2)cc1,-1,-9,-0.1,-34,-7,-6,4,3.0,-2,i
CC1CCCN(CCCNC(=O)CN2C(=O)COc3ccccc32)C1 (stereo not drawn),-2,-1,-0.7,-3,-5,-5,3,-0.9,0,i
C/C(=N\NC(=S)NC(C)C)c1ccc2c(c1)OCCO2,0,1,0.6,10,-1,0,-7,0.1,-2,i
Cc1nn(C)cc1C(=O)Nc1ccc2c(c1)OCCO2,0,-2,-0.7,8,-7,3,-2,0.1,0,i
COC(=O)c1sc(NC(=O)CCCn2nc([N+](=O)[O-])cc2C)c(C(=O)OC)c1C,2,-1,-0.6,5,-5,-4,-8,0.0,-8,i
CCN(CC)c1ccc(/C=N/NC(=O)Nc2nonc2N)cc1,-4,-2,0.1,-2,-10,-5,-17,-1.0,-12,i
COc1ccc(NS(=O)(=O)c2ccc(N/N=C/c3ccc(N4CCOCC4)cc3)c([N+](=O)[O-])c2)cc1,4,-3,0.1,-3,-10,6,-2,1.5,-5,i
COc1cc(C(=O)OCCCN2CCCN(CCCOC(=O)c3cc(OC)c(OC)c(OC)c3)CC2)cc(OC)c1OC,-1,-4,-0.2,-12,4,-6,-3,-0.7,0,i
COc1ccc(C2C(C(=O)N3CCN(C)CC3)c3ccccc3C(=O)N2C2CCCCC2)cc1 (stereo not drawn),0,0,-1.1,1,3,1,-1,0.5,0,i
Nc1nnc(SCc2cccc(C(F)(F)F)c2)s1,2,1,-0.4,10,-3,3,-2,0.1,4,i
O=C(NCCOc1ccccc1Cl)c1cccc2c1C(=O)c1ccc(Cl)cc1S2(=O)=O,-2,-7,-0.1,3,-6,-1,-2,4.3,7,i
COc1ccc(C(=O)NCCS(=O)(=O)N2CCc3ccccc3C2)cc1,-2,3,-0.1,1,-3,-8,4,-0.9,2,i
COc1cc(CNC(C)C23CC4CC(CC(C4)C2)C3)ccc1OCC(=O)NC(C)(C)C (stereo not drawn),-3,1,-0.5,8,-9,-8,-3,-0.7,-2,i
N#Cc1c2n(c3c(N)ncnc13)CCCCC2,4,0,1.1,-3,-4,-1,-2,-2.7,5,i
O=C(C1CCN(S(=O)(=O)c2cccnc2)CC1)N1CCN(c2ccccc2Cl)CC1,4,2,-1.0,9,-12,-4,5,0.5,-3,i

# Assay outcomes: PubChem, several laboratories
